HUVEC tox TNFa – HUVEC cytotoxicity counter-screen, TNF alpha stimulated; AID 848; HUVEC TNFalpha-stimulated, Hoechst cell count, imaging; cell count reduction, % at 2 µM; 93,000 tested, 0.17% active;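 active = cell count reduction exceeding the screen mean by over 5 SD, scaled to untreated wells per plate, cut at about 78% in these data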;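 note: cells counted after 24 h of TNF alpha exposure following the 1 h pretreatment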
VCAM1 TNFa inh – reduces TNF alpha induced VCAM1 expression in HUVEC; HUVEC TNFa-induced VCAM-1 immunofluorescence, high-content imaging; inhibition, % at 2 µM; 95,000 tested, 0.48% active; AID 802;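 active = inhibition above the batch mean plus 3 SD, with images confirmed as a hit by eye, cut at about 37% in these data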;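 note: 0% = TNF-stimulated DMSO wells and 100% = unstimulated control wells; not every result past the cut was called active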
H69AR inhibit – blocks growth of human H69AR lung tumor cells; H69AR lung tumor viability, ATP luminescence, 72 h; hits give low values; 85,000 tested, 6% active; viability, % at 10 µM; AID 598;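 active = viability at or below 40%; inactive = viability above 40%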;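 note: multidrug resistant small cell line overexpressing MRP-1 efflux transporter; 100% = mean luminescence of untreated control wells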
HUVEC tox IL1B – HUVEC cytotoxicity counter-screen, IL-1B stimulated; HUVEC cell count loss, Hoechst imaging; cell count reduction, % at 2 µM; 94,000 tested, 0.41% active; AID 845;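 active = cell count reduction more than 3 SD above the screen-wide mean, cut at about 70% in these data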;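 note: normalized per plate to untreated control cells as the no-loss baseline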
Lung fibro prol – blocks proliferation of human lung fibroblasts | LL 47 human lung fibroblast viability, ATP luminescence; hits give low values | viability, % at 10 µM | 85,000 tested, 1.1% active;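 active = viability at or below 50% in the single dose screen; inactive = viability above 50%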;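 note: compound exposure lasted 72 h before the ATP readout; 100% = median luminescence of untreated cell-only wells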
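Times – overnight cell rest, 72 h compound treatment at 37 °C · Test system – human lung fibroblast line LL 47, low passage · Amount – 1,150 cells in each well · Controls – cell-only wells, no compound · Doses – 0.1% DMSO in all compound wells · Measured by – CellTiter-Glo luminescence · Buffer or medium – IMEM plus 15% FBS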
Smad3 inh – blocks human Smad3 binding to FoxH1 peptide | TR-FRET Smad3/Dy647-FoxH1 peptide binding, europium anti-His | inhibition, % at 25 µM | 88,000 tested, 0.29% active | AID 630;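 active = compounds that reduce the energy-transfer binding signal between the protein and its labelled peptide by more than half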;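 note: 0% = Smad3 plus labelled peptide maximal FRET and 100% = peptide-only background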
F-actin modifier – cytoskeleton assembly modification. HUVEC TNFa F-actin phalloidin imaging, high content. inhibition, % at 2 µM. 91,000 tested, 0.18% active. AID 836;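 active = inhibition above the batch mean plus 3 SD and confirmed as a hit by visual image inspection, cut at about 30% in these data, passing the limit was not always enough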; note: strong numbers were not always called active
HUVEC prolif 384 – blocks proliferation of human endothelial cells; HUVEC proliferation, CellTiter-Glo luminescence, 72 h; hits give low values; viability, % at 10 µM (by protocol); 86,000 tested, 1.1% active; AID 648;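 active = viability at or below 30%; inactive = viability above 30%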;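 note: 100% = median luminescence of DMSO-only cell control wells on each plate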
PTK2B oligo ant – blocks oligomerization of human Pyk2 in cells. Q14289. AID 1347419. z-score (the deposit names both 25 µM and 10 µM). 99,000 tested, 0.83% active. Q293 cells, Pyk2 FERM NanoBiT luminescence; hits give low values;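 active = Z-score of -3 or lower, scaled per plate to the spread of control and sample wells; inactive = z-score above -3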;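 note: negative z-score means lost luminescence so less FERM oligomerization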
Target sequence (Q14289 whole entry, looked up): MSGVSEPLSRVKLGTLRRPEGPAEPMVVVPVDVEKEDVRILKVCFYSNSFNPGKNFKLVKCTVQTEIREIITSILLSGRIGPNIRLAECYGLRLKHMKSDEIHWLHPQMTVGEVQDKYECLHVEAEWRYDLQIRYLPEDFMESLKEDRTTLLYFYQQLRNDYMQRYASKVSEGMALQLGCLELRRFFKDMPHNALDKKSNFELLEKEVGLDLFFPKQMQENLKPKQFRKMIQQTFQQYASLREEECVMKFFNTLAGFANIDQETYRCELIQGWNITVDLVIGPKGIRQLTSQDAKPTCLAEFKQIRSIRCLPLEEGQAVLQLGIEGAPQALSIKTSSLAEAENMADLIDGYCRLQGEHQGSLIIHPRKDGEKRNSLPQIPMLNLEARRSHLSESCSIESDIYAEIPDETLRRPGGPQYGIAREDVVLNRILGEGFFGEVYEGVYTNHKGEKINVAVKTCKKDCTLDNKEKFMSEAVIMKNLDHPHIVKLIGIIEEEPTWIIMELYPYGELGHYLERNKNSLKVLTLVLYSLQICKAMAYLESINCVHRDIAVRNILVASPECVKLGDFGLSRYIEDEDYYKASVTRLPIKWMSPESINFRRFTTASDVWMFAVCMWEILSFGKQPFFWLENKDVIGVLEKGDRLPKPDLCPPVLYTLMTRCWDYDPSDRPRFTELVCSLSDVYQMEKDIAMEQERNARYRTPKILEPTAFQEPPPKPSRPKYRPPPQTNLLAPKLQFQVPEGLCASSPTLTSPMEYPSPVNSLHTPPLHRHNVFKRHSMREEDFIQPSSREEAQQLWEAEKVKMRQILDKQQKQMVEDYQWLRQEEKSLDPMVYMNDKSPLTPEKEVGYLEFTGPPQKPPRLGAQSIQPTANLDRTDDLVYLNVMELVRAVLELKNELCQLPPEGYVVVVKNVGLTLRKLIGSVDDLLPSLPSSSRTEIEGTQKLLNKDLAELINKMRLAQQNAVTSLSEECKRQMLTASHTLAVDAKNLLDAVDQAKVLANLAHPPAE
Active calls of the source: *; . = not tested or not shown; [ ] = another dose, or the depositor's remark.

SMILES	HUVEC tox TNFa	VCAM1 TNFa inh	H69AR inhibit	HUVEC tox IL1B	Lung fibro prol	Smad3 inh	F-actin modifier	HUVEC prolif 384	PTK2B oligo ant
Cc1ccc(S(=O)(=O)NCCC2(C(C)C)CCOC(C)(C)C2)cc1 (stereo not drawn)	-5.9	20.1	87.9	-2.7	102.2	-14.5	0.1	102.2	0.46
Cc1cc(C)n(S(=O)(=O)c2cccc(Cl)c2Cl)n1	13.2	-17.0	96.1	-35.0	97.3	7.7	-0.8	105.7	-0.3
Cc1ccc(Cn2c(C(=O)NCCCN3CCOCC3)cc3sccc32)cc1	.	.	66.2	.	91.4	6.2	.	77.9	-0.73
CCOC(=O)N1CCC(n2c(=S)[nH]c3ccccc3c2=O)CC1	-14.4	6.2	68.9	-8.5	103.7	-1.4	18.2	97.3	0.11
COC(=O)c1nnn(CC(=O)Nc2cccc(Cl)c2)c1C(=O)OC	8.7	-0.9	104.3	16.6	110.0	-0.3	-33.5	100.0	-0.14
CCOC(=O)c1[nH]c(C)c(C(=O)NCc2ccc(OC)cc2)c1C	-14.7	3.8	98.5	-1.9	108.9	7.3	-5.3	98.3	.
CCn1c(SCC(=O)NCCc2ccc(OC)c(OC)c2)nc2c1c(=O)n(C)c(=O)n2C	-14.6	-1.9	90.9	-13.8	103.7	-11.1	9.8	94.3	0.43
O=S(=O)(N/N=C/c1c(F)cccc1Cl)c1ccccc1	33.9	-33.2	.	-97.8	.	.	-22.2	.	0.85
Brc1cc2c(cc1Cn1c(-c3cncs3)nc3ccccc31)OCO2	-8.6	21.9	41.0	-18.8	85.2	7.3[fluorescence artefact?]	-6.6	61.6	-0.96
CCCCOC(=O)CCNc1n[nH]c(=O)[nH]c1=O	.	.	93.3	.	96.7	6.8	.	108.2	0.19
Cc1ccc(CNC(=O)CCNS(=O)(=O)c2ccc(C)cc2)cc1	-41.2	-1.3	106.7	-124.2	103.3	-10.6	5.5	102.4	-0.37
CCn1c(CC(=O)Nc2cccc(OC)c2)nnc1SCC(=O)Nc1nccs1	-31.4	-2.8	83.2	13.9	104.2	1.2	-8.6	94.4	-0.38
CCOC(=O)c1sc2ncn(C(C)C(=O)OCC)c(=O)c2c1C (stereo not drawn)	1.3	-5.1	89.4	11.4	103.6	-2.1	-15.8	106.8	0.34
COC(=O)c1cc(NC(=O)CSc2nncn2C)cc(C(=O)OC)c1	-15.5	18.9	99.0	-22.3	99.8	8.9	1.9	87.0	0.25
O=C(NCC1COc2ccccc2O1)C1C2C=CC3(CN(Cc4cccs4)C(=O)C13)O2 (stereo not drawn)	-3.6	0.7	91.3	-16.1	104.1	-3.8	20.2	108.7	0.31
Cc1ccc(-n2c(N)c(C(=O)NCc3ccco3)sc2=S)cc1	-11.2	-5.8	89.8	-14.9	88.0	10.9	-4.8	86.5	-0.3
CCOC(=O)c1cc(-c2ccccc2)sc1NC(=O)CN1C(=O)NC(CC)(c2ccccc2)C1=O (stereo not drawn)	-19.3	13.3	.	-10.1	.	.	-31.7	.	-0.74
COc1cccc(-c2cc(C(F)(F)F)n3ncc(C(=O)O)c3n2)c1	-2.2	-8.8	84.8	17.7	103.8	-2.0	18.0	100.9	0.73
Cc1ccc(C(=O)n2cnnc2N)cc1	-16.8	6.9	93.0	-20.8	103.8	-5.8	9.0	108.5	0.57
COc1ccccc1NC(=O)COc1ccc(/C=N/NC(=O)CSCc2ccc(Cl)cc2)cc1	-12.2	6.9	.	16.9	.	.	-15.8	.	-2.26
N#Cc1cc2ccccc2nc1SCC(=O)Nc1ccc(S(=O)(=O)N2CCCC2)cc1	-25.2	-13.5	52.6	-15.6	87.7	1.3	-18.8	76.2	-1.24
CCc1cc(C)cc(OCCNC(=O)c2ncn[nH]2)c1	-23.9	7.7	91.0	-2.0	90.7	7.5	7.3	90.6	0.52
Cc1ccc(F)cc1NC(=O)CCC(=O)c1cccs1	-4.5	37.6	.	-18.5	.	.	-14.6	.	-0.99
O=C1c2oc3ccc(F)cc3c(=O)c2C(c2ccccc2)N1CC1CCCO1 (stereo not drawn)	-39.7	-1.9	60.2	-69.4	92.6	9.6	-6.3	99.0	-0.22
CC1CCc2cc(F)ccc2N1C(=O)CSc1nnc2c(n1)[nH]c1ccc(F)cc12 (stereo not drawn)	.	11.1	.	20.4	.	.	-6.5	.	-2.32
COc1cc(OC)c(C2C3=C(CCCC3=O)Nc3nc4ccccc4n32)cc1OC (stereo not drawn)	.	.	81.7	.	95.8	-4.7	.	91.0	-0.69
CC(C)COC(=O)Nc1nnc(SCCOc2ccccc2)s1	11.6	-14.6	.	-8.6	.	.	-0.7	.	-0.4
Cc1onc(-c2ccccc2)c1C(=O)n1cccn1	-9.2	-1.3	94.2	-11.4	105.2	2.6	5.3	103.0	0.27
CCC(CC)C(=O)NCCN1CCN(C(=O)C(CC)CC)CC1	-20.9	5.8	94.6	-35.8	94.7	-8.3	18.9	96.3	0.63
O=C(CCCn1c(=S)[nH]c2cc3c(cc2c1=O)OCO3)N1CCN(c2ccccc2F)CC1	-8.1	8.0	90.8	-41.8	104.1	3.5	7.7	95.5	-1.66
O=C(Cn1cnc2c(nnn2Cc2ccc(F)cc2)c1=O)N1CCCCC1	-12.4	-20.8	89.7	17.2	103.0	-17.3	-12.3	93.2	0.33
COc1ccc(/C(O)=C2/C(=O)C(=O)N(CCCN(C)C)C2c2ccccc2)cc1OC (stereo not drawn)	.	.	94.3	.	103.7	12.9[fluorescence artefact?]	.	109.2	2.6
Cc1ccc(CCNC(=O)C2CCC(=O)N2Cc2cccnc2)cc1 (stereo not drawn)	.	.	105.2	.	104.0	5.1	.	100.9	-0.32
CC(C)N=C(Nc1ccccc1)c1cccnc1	-14.7	1.4	.	-9.8	.	.	.	.	1.71
CCc1c(C)nc2ncnn2c1N1CCCC(C(=O)Nc2ccc(NC(C)=O)cc2)C1 (stereo not drawn)	-5.2	-8.4	94.4	14.8	93.8	-8.3	5.8	111.1	2.48
Cc1ccc(C)c(NC(=O)c2ccc(N(C)S(C)(=O)=O)cc2)c1	-15.2	-3.5	94.0	7.0	106.4	10.3	-25.3	97.5	0.55
CCOC(=O)c1cnn(-c2ccccc2)c1NC(=O)c1ccccc1	.	.	92.7	.	100.6	-14.9	.	102.3	1.17
O=C(CSc1nnc(-c2ccoc2)o1)N1CCOCC1	-21.9	7.6	101.9	7.8	105.4	2.1	17.8	105.2	-0.71
O=C(CNC(=O)c1ccccc1C(=O)O)c1ccccc1	-27.6	7.3	108.1	-62.1	101.4	9.3	24.6	102.9	-0.19
Cc1cc(=O)[nH]c(SCC(=O)c2c(N)n(C)c(=O)n(C)c2=O)n1	-19.8	-27.6	.	-25.0	.	.	22.4	.	1.02
COC(=O)c1sc(NC(=O)CSc2nncs2)c(C(=O)OC)c1C	-5.5	3.2	52.0	-94.1	93.7	-19.4	-3.6	81.5	-0.71
CCCCNC(=S)NNC(=O)c1ccoc1C	-34.6	4.3	.	-11.7	.	.	-4.5	.	0.58
Cn1cnc2cc(OC(=O)c3ccccc3)ccc21	-14.4	16.7	105.1	10.5	100.7	5.2	-14.9	93.7	0.51
O=C(COc1cccc2ccccc12)N1c2ccccc2CCc2ccccc21	1.0	0.8	.	-9.7	.	.	-7.1	.	-0.52
COc1ccc(CCN(Cc2cc3cc4c(cc3[nH]c2=O)OCO4)C(C)=O)cc1OC	.	.	66.5	.	99.2	-1.6	.	105.5	.
CCS(=O)(=O)c1ccc(-c2csc(-c3ccccc3)n2)c(Cl)c1Cl	-2.4	-14.9	.	-11.4	.	.	12.3	.	-0.31
O=C(O)CSc1nnc(Cn2c(=O)sc3ccccc32)n1-c1cccc(Cl)c1	10.5	4.0	99.2	-8.8	109.5	-6.9[fluorescence artefact?]	-14.4	96.4	0.87
Cc1ccc(C(=O)COC(=O)CNC(=O)Cc2ccccc2)cc1[N+](=O)[O-]	-6.7	7.0	.	7.8	.	.	14.0	.	-0.04
COc1cc(S(=O)(=O)N(CCc2ccccc2)Cc2cccs2)ccc1-n1cnnn1	-10.5	8.9	45.4	-26.7	95.5	8.2	11.9	66.9	1.02
Cc1cc(C)n(CC(O)Cn2c3ccccc3c3ccccc32)c(=O)n1 (stereo not drawn)	-33.3	-11.9	105.7	1.8	101.6	2.9	-16.2	100.5	0.87
Cc1ccc(C)c2nc(SCC(=O)N3CCCc4ccccc43)c(C#N)cc12	-11.5	8.6	.	0.5	.	.	1.6	.	1
CCCCN(CCCC)C(=O)CN(C)S(=O)(=O)c1ccc2c(c1)n(C)c(=O)c(=O)n2C	-2.6	0.1	76.7	-22.6	100.2	6.6	-4.4	94.0	-0.83
CCSc1ncc(/C=N/Nc2ccccc2)n1C	8.3	-9.6	.	20.7	.	.	5.1	.	0.4
COCc1c(C(=O)OCc2nc(N)nc(Nc3ccccc3C)n2)oc2ccccc12	52.7	6.6	.	6.1	.	.	2.6	.	-1.71
O=C(CNC(=O)c1cccs1)c1ccc(F)cc1	-12.9	3.1	100.0	-8.6	98.1	4.6	-4.7	94.5	0.22
CC(C(=O)NC1CCCC1)N(Cc1ccc2c(c1)OCO2)C(=O)c1snc(C(N)=O)c1N (stereo not drawn)	-14.8	6.1	56.6	-1.8	90.3	3.4	-10.8	92.9	-0.97
O=C(COc1ccccc1F)NC1CC1	.	0.9	100.7	-27.4	103.2	-2.0	-13.9	105.4	-1.3
C=CCSc1nnc(-c2ccc(Cl)cc2Cl)o1	-45.8	-2.4	97.3	4.5	100.5	-2.6	33.0	104.5	-0.38
COC(=O)[C@H](C)NC(=O)COc1ccccc1	-19.3	9.6	.	-18.9	.	.	2.6	.	-0.29
CS(=O)(=O)N1CC(C(=O)NN)Oc2ccc(Cl)cc21 (stereo not drawn)	15.8	10.7	.	-0.8	.	.	-23.5	.	-0.52
Carrying on:
SMILES	HUVEC tox TNFa	VCAM1 TNFa inh	H69AR inhibit	HUVEC tox IL1B	Lung fibro prol	Smad3 inh	F-actin modifier	HUVEC prolif 384	PTK2B oligo ant
O=C(NCc1cccs1)c1noc2c1CCCC2	.	.	47.7	.	91.7	-0.8	.	95.9	0.66
COC(=O)CSc1nnc(CNc2ccc(Cl)cc2)n1-c1ccccc1	5.5	3.0	91.0	1.8	99.2	-12.9	-14.8	92.6	1.28
O=C1N2CCSC2=NC1(Nc1nccs1)C(F)(F)F (stereo not drawn)	-10.5	3.2	94.5	6.4	104.6	-4.6	-5.6	94.6	0.48
COC(=O)c1ccc2c(c1)N(Cc1cc(C)ccc1C)C(=O)c1ccccc1S2=O (stereo not drawn)	.	.	99.4	.	102.5	-10.2	.	110.7	.
COc1cc(NC(=O)c2ccco2)c(OC)cc1NC(=O)Nc1ccccc1Cl	1.3	-14.4	44.2	-14.1	94.2	9.2	-36.0	77.3	-2.22
Cc1ccc(C(C(=O)NC(C)(C)C)N(C(=O)c2csnn2)c2ccccc2F)o1 (stereo not drawn)	-4.3	8.0	73.3	-3.7	104.8	2.4	-14.1	98.6	-0.54
O=C1C2C3C=CC(C3)C2C(=O)N1c1cccc(N2C(=O)C3C4C=CC(C4)C3C2=O)n1 (stereo not drawn)	-14.6	26.5	100.3	-19.2	103.9	0.9	0.4	81.5	-0.18

Assay outcomes (PubChem)

Not all compounds are listed; count on the stated rates, not on these rows.
